HTRA1 inh – HTRA1 (human) protease inhibition; inhibition, % at 5.96 µM; recombinant HTRA1, FP-rhodamine activity-based probe, fluorescence polarization; 0.5% of 340,000 active; Q92743; in the data active = inhibition above about 36%;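 note: 0% = enzyme with DMSO and 100% = wells lacking enzyme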
NPR1 activator – GC-A (human) enzyme activation | activation, % at 10 µM | HEK293 GC-A cells, cGMP TR-FRET, EC30 ANP; 0% at EC30 ANP, 100% saturating ANP | 0.14% of 370,000 active; in the data active = activation above about 40%
UHRF1 binding – blocks human UHRF1 binding to methylated DNA | UHRF1 binding to methylated oligo, TR-FRET | 0.75% of 370,000 active | Q96T88 | inhibition, % at 4.4 µM; in the data active = inhibition above about 21%;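 note: UHRF1 SRA domain binding a hemimethylated CpG hairpin DNA probe; 0% = median of test compound wells and 100% = reference inhibitor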
Target sequence (Q96T88 whole entry, looked up, the tested form may be a part): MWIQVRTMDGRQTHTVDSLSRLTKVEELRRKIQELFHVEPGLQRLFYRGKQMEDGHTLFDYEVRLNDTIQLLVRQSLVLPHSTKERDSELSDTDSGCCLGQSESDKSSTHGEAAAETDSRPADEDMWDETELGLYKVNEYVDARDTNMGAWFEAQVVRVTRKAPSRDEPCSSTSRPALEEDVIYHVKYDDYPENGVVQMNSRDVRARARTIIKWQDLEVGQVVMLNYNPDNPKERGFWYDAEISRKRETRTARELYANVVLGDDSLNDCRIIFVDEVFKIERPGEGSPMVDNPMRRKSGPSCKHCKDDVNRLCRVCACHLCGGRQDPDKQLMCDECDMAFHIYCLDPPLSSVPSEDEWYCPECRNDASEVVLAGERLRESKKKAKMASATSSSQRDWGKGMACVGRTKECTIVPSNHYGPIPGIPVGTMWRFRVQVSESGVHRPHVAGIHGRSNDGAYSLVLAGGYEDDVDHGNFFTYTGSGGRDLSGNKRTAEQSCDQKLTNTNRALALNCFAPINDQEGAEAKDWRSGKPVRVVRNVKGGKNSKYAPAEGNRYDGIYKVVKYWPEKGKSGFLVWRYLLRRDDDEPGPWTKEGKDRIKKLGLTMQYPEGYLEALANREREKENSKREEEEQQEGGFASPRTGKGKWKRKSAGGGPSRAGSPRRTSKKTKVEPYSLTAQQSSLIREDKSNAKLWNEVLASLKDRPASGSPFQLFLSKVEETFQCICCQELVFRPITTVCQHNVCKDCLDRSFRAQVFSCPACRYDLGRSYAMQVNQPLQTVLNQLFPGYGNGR
rCAG binder – binds r(CAG) RNA repeats | AID 651821 | inhibition, % at 3 µM | 1.3% of 370,000 active | r(CAG) RNA repeat, TO-PRO-1 dye displacement fluorescence;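 active = inhibition above the plate cutoff, the mean of all test compounds on that plate plus 3 SD, cut at about 35% in these data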;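 note: 0% = DMSO alone and 100% = 100 µM mitoxantrone as full dye displacement; higher means more dye released from RNA so lower well fluorescence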
TCR CD3 inh – inhibitors of human TCR-CD3 interaction | TAMRA-labeled TCR probe fluorescence, biochemical | inhibition, % at 9.4 µM | 0.37% of 360,000 active | AID 651800; in the data active = inhibition above about 19%;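 note: recombinant mutant TCR 2C K166C tagged with TAMRA read by polarization; 0% = receptor in buffer alone and 100% = receptor with positive control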
ABHD4 inh – inhibitors of mouse ABHD4 | purified mABHD4, FP-Rh probe fluorescence polarization | inhibition, % at 8.92 µM | 0.54% of 370,000 active | AID 720543;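 active = inhibition exceeding the mean over every tested compound plus 3 SD, cut at about 30% in these data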;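 note: 0% = plate median of compound wells and 100% = S159A mutant with DMSO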
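Doses – 8.92 µM, single dose · Material – wild-type mouse ABHD4 protein · Replication – single well per compound (singlicate) · Measure – percent inhibition of probe binding, normalized to plate controls · Schedule – 45 min compound pre-incubation plus 60 min probe step, 25 °C · Detection – fluorescence polarization with parallel and perpendicular emission, 525/598 nm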
PRMT1 FP inh – PRMT1 (human) inhibition, primary screen; recombinant PRMT1, activity-based probe fluorescence polarization; Q99873; 1.3% of 370,000 active; inhibition, % at 2.79 µM;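 active = inhibition above about 21% made by adding two undisclosed values, limit read from the data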
MBD2 inh – MBD2-methylated oligo binding inhibition; Q9UBB5; TR-FRET, MBD2 binding to methylated oligonucleotide; inhibition, % at 4.4 µM; 0.31% of 370,000 active; in the data active = inhibition above about 13%
GC-B act – GC-B (human) receptor activation. activation, % at 10 µM. HEK293-GC-B cells, CNP EC30, cGMP TR-FRET; 0% at EC30 CNP, 100% saturating CNP. AID 1920062. 0.11% of 370,000 active;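 active = activation at 10 µM reaching about 35% in either raw or pattern-adjusted values, limit read from the data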
SIAE primary – blocks human sialic acid acetylesterase; Q9HAT2; SIAE FP-Rh probe binding, fluorescence polarization; inhibition, % at 9.66 µM; 0.69% of 370,000 active;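 active = inhibition above a cutoff: mean of compounds within the control limits plus 3 SD of those, cut at about 17% in these data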;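 note: 0% = plate median of compound wells and 100% = probe without SIAE protein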
Active calls of the source: *; . = no result given. The list is partial (hit frequency here may not be typical).

Compound	HTRA1 inh	NPR1 activator	UHRF1 binding	rCAG binder	TCR CD3 inh	ABHD4 inh	PRMT1 FP inh	MBD2 inh	GC-B act	SIAE primary
C/C(=N\NC(=O)c1cccc2ccccc12)c1cccnc1	-4.6	-1.4	-0.3	2.6	-4.6	-7.8	-2.9	-5.3	-2.0	-6.4
Cc1ccnc(NS(=O)(=O)c2ccc(NS(=O)(=O)c3ccc(Br)cc3)cc2)n1	4.1	6.4	1.5	4.0	9.5	0.3	3.0	3.8	-2.6	0.4
COc1ccc(/C=C2\SC(=S)N(CCCC(=O)Nc3ccc(C(=O)O)cc3)C2=O)cc1OC	-4.5	-2.2	2.3	63.9*	-0.5	-38.6	2.8	0.7	-7.8	-10.9
Oc1ccc(Br)cc1-c1nc2cnccn2c1NC1CCCC1	-20.3	4.1	-2.7	3.1	-0.2	12.2	5.2	-1.4	-4.7	8.7
COc1ccc(C)cc1-n1nnnc1SCC(=O)NC1CCS(=O)(=O)C1 (centres undefined)	-2.2	-0.4	-2.2	1.4	4.0	0.0	-1.4	-4.2	1.3	1.3
CC(=O)c1c(C)[nH]c(C(=O)CSc2nnc(-c3cccs3)n2Cc2ccccc2)c1C	-20.2	8.3	11.6	6.0	-0.3	-2.4	1.0	1.5	12.7	-10.9
CC1=CC(=O)C(C(C)C)=C/C1=C(\c1cc(C(C)C)c(OP(=O)(O)O)cc1C)c1ccccc1C(=O)O	-10.4	-6.2	2.4	32.4	8.4	3.4	1.6	1.1	-5.2	-0.3
COc1ccnc2c1c(=O)n(Cc1ccccc1Cl)c(=O)n2C	-3.4	9.1	-0.2	2.8	-5.2	-4.7	-1.3	-0.3	3.6	-4.1
O=C(O)c1ccc(Nc2cnc3ccccc3n2)cc1	0.5	-3.6	3.8	-1.8	-6.2	-2.5	5.4	-8.0	4.2	-4.1
C#CC(C)(C)NC(=S)NC1CC2C=CC1C2 (centres undefined)	4.1	-1.4	1.9	-1.7	0.6	-6.1	-5.0	-1.4	4.6	6.0
CCOc1ccc(C2CC(=O)NC2=O)cc1 (centres undefined)	6.9	1.0	2.5	-2.2	2.6	6.6	0.8	0.1	2.3	0.1
O=C(CCNC(=O)c1ccc(Br)cc1)Nc1ccc(S(=O)(=O)Nc2ncccn2)cc1	-0.4	0.8	-1.0	6.5	-1.8	-0.7	2.9	-2.5	0.4	-10.5
CC(C)(C)OC(=O)N1CCOCCOCCN(C(=O)OC(C)(C)C)CCOCC1	1.7	0.3	-1.6	-10.8	4.8	2.9	-0.9	-2.4	1.6	1.2
Cc1ccc2c(c1)N(Cc1ccccc1)C(=O)C(C)S2 (centres undefined)	.	-0.8	1.7	-2.3	6.7	-3.1	-0.8	-5.4	-1.5	-5.1
Cc1cccc(CN2CCN(C3CN(Cc4cn(Cc5ccccc5F)nn4)S(=O)(=O)C3)CC2)c1 (centres undefined)	.	-0.5	16.4	3.9	0.8	0.8	-0.9	5.0	-3.4	-2.1
Cc1ccc(-c2nn(-c3ccccc3)cc2CSC(=N)N)cc1	-30.1	-4.5	9.8	15.9	-1.2	10.7	-2.4	2.4	-8.9	-3.2
Cc1ccc(-n2c(Cc3cccn3C)nnc2SCC(N)=O)cc1	0.0	0.8	-1.2	-2.0	-2.0	4.2	4.3	2.1	-2.5	3.4
Cn1cnnc1SCC(=O)Nc1ccc(Br)cc1F	-0.4	2.6	3.8	-4.4	-4.9	5.6	-1.1	1.7	1.7	-4.1
CCOc1ccccc1CN1CCN(C2CCN(c3ccccc3F)CC2)CC1CCO (centres undefined)	2.2	-1.2	14.8	-10.5	4.0	-0.9	-0.2	3.8	4.2	4.1
Cc1ccc2c(c1)c(C)c(C)n2CC(O)Cn1nc(C)cc1C (centres undefined)	-8.8	-37.3	0.5	-10.4	2.5	-11.0	3.1	-3.6	-18.1	-1.8
CCOc1ccc(CNC(=O)CCS(=O)(=O)Cc2ccccc2C)cc1OC	1.6	-0.3	3.0	-3.0	-0.6	-8.5	1.4	6.7	0.3	2.0
O=C(C1CCCCN1S(=O)(=O)c1ccccc1)N1CCCCC1 (centres undefined)	5.5	1.1	-3.6	2.1	9.3	-0.1	1.0	4.9	0.0	0.7
COC(=O)CSc1nc2ccc(NC(=O)c3ccccc3C(=O)N3CCOCC3)cc2s1	-4.9	-0.1	8.7	4.0	-1.6	-7.3	0.8	2.5	-1.7	-3.6
C=CCSC1=C(C#N)C(c2ccccc2)CC(=O)N1 (centres undefined)	5.0	-0.7	-1.9	1.0	7.5	2.9	11.8	0.2	-0.6	1.1
Nc1ccc(N2CCN(c3ccccc3)CC2)c(F)c1	1.9	5.3	-0.4	-3.1	-7.3	2.9	5.2	1.5	1.4	3.4
N#Cc1c(NC(=O)CN2CCN(S(=O)(=O)c3ccc4c(c3)OCCO4)CC2)sc2c1CCC2	7.0	-5.2	1.9	14.4	-3.6	-13.7	4.2	4.7	-9.9	-11.5
CCN(CC)c1ccc(NC(=O)COC(=O)c2cccs2)cc1	-0.4	-8.5	-4.5	-3.5	6.6	5.8	-1.6	-0.1	2.1	-3.6
CCc1ccccc1NC(=O)c1cccc(Oc2ccc([N+](=O)[O-])cc2Cl)c1	-9.9	-0.3	11.7	-2.1	4.6	-11.6	-1.7	-3.5	1.3	-10.1
CC(=O)c1cc(F)c(N2CCCC2)cc1C	-7.4	-5.1	-0.2	3.2	4.9	0.0	-2.1	3.0	3.1	8.7
O=C(NCc1csc(-c2cccs2)n1)Nc1ccc(C(F)(F)F)cc1	.	1.5	0.3	2.5	-4.1	-3.0	3.1	4.8	1.8	-21.2

Reprinted from the part before: two compounds, then new ones.
Compound	HTRA1 inh	NPR1 activator	UHRF1 binding	rCAG binder	TCR CD3 inh	ABHD4 inh	PRMT1 FP inh	MBD2 inh	GC-B act	SIAE primary
CC(=O)c1cc(F)c(N2CCCC2)cc1C	-7.4	-5.1	-0.2	3.2	4.9	0.0	-2.1	3.0	3.1	8.7
O=C(NCc1csc(-c2cccs2)n1)Nc1ccc(C(F)(F)F)cc1	.	1.5	0.3	2.5	-4.1	-3.0	3.1	4.8	1.8	-21.2
CCOc1cc(CNc2ccc(S(N)(=O)=O)cc2)cc(Cl)c1OC	4.6	0.8	1.7	2.4	-0.1	-1.7	-1.4	0.6	-1.0	6.6
NC(=O)CN1C(=O)C(=O)N(Cc2cccc(Cl)c2)C1=O	0.0	-2.7	1.2	-0.3	8.8	0.5	-1.1	1.8	4.6	1.7
NC(=S)Nc1ccc2cn[nH]c2c1	1.9	-1.3	-2.6	-0.6	-2.7	6.2	2.8	-0.6	-0.1	4.0
CCN(Cc1cn(Cc2ccccc2)nn1)S(=O)(=O)c1ccccc1Br	.	0.6	-1.2	-0.8	.	-1.8	2.9	-6.6	5.2	-1.5
O=C(NC1CCCC1)C(c1ccc(Cl)cc1)N1CCOCC1 (centres undefined)	2.3	-10.9	-0.8	2.3	-5.3	0.5	-3.1	-2.9	-13.4	-0.1
Cc1nn(CC(=O)Nc2c(F)cc(F)cc2Br)c(=O)c2cccn12	7.1	5.0	-2.8	-1.5	-4.4	-0.1	-0.9	2.6	3.9	16.7
O=C(Nc1ccccc1)O/N=C(\c1ccccc1)c1ccccn1	-0.6	2.3	0.8	-3.0	1.9	-8.2	1.1	-0.8	1.2	-1.9
O=C(/C=C/c1ccco1)NCc1ccc(F)cc1	-3.1	-0.7	3.5	9.5	-1.1	-9.3	38.2*	6.8	1.8	-1.1
COc1ccc(-c2oc3cc(O)c(OC)c(O)c3c(=O)c2OC)cc1O	4.3	-19.1	0.9	6.8	-11.3	19.4	2.2	1.5	-7.6	-10.4
CCC(C(=O)OC(C)C(=O)Nc1ccc(Cl)cn1)c1ccccc1 (centres undefined)	31.7	1.5	0.7	-8.9	-11.2	-7.2	3.9	-3.8	-6.3	-1.4
COc1ccc2nc(NC(=O)c3cccc(N4C(=O)CCC4=O)c3)sc2c1	-8.3	53.7*	1.7	10.7	0.5	-6.5	2.3	4.5	0.0	-10.7
CCC(OCC(O)CN1CCCCC1)c1ccccc1 (centres undefined)	-8.3	4.2	-0.5	-0.5	-5.1	7.1	3.5	4.5	2.1	-0.7
COc1ccc(NC(=O)COC(=O)Cc2ccc(Br)cc2)cc1	-5.5	0.4	-2.1	0.3	0.2	-3.2	0.6	1.8	-4.2	1.7
O=C(O)c1cccc(NC(=S)NC(=O)C(c2ccccc2)c2ccccc2)c1	-26.9	-1.3	-1.5	45.2*	9.0	-16.3	-0.1	14.4*	7.3	-9.3
O=C(COC(=O)CNC(=O)c1cccc([N+](=O)[O-])c1)NCc1ccco1	-0.1	-3.7	2.9	-3.9	1.2	5.2	-3.4	0.8	-7.2	0.0
Cc1ccc(C(=O)Nc2cc3[nH]c(=O)oc3cc2C)cc1	-2.9	1.0	-1.3	-0.6	5.2	9.2	-0.3	-2.7	0.1	2.0
CCOC(=O)C1CCN(C(=O)CSc2nc(N)cc(=O)[nH]2)CC1	3.1	-4.1	-2.6	4.5	0.5	-4.2	-2.7	-0.2	7.1	4.4
CN(Cc1ccccc1)C(=O)COC(=O)c1cc2ccccc2oc1=O	-0.3	2.3	-2.6	2.7	4.5	0.1	-1.3	-7.5	1.5	4.3
O=C(NC1CCCC1)C1CCCN(S(=O)(=O)c2cccc3cccnc23)C1 (centres undefined)	2.3	1.4	4.4	2.5	2.9	-8.5	7.4	-0.5	5.6	1.6
CCCCCCCc1nc2c(=O)n(C)c3ccccc3c2o1	2.7	-1.0	1.4	1.9	-3.4	-1.4	-1.4	3.4	-4.0	-1.3
CCOc1cc(NC(=O)C(C)C)c(OCC)cc1NC(=O)Nc1ccccc1	3.5	-3.0	0.6	-2.0	3.6	4.6	4.4	7.6	-5.3	1.1
O=C(O)CCCC(=O)Nc1ccc(Sc2ccc([N+](=O)[O-])cc2)cc1	-1.1	0.5	-2.7	8.1	0.0	-14.2	1.6	-0.4	7.5	3.3
Cc1ccccc1OCC(=O)N=Nc1c(O)n(C)c2ccccc12	0.2	-1.1	-0.2	-4.2	7.0	-0.7	1.4	3.1	-2.8	0.1
CC(C)OCCCNC(=O)C1CC(=O)N(CCc2ccccc2)C1 (centres undefined)	-0.8	0.7	1.8	-7.0	-1.1	4.2	-1.6	-0.2	2.2	0.3
CC(=C/c1ccco1)/C=N/NC(=O)c1ccncc1	.	0.5	-4.8	1.7	0.1	0.1	-0.8	-5.6	-2.3	2.3
Cc1cccc(S(=O)(=O)Nc2ccc(-c3cn4ccccc4n3)cc2)c1	-13.0	-1.2	0.5	6.6	3.9	-1.0	-2.0	-4.3	-7.0	-4.7
CNC(=O)COc1ccc(C=O)cc1OC	5.4	1.2	5.8	-4.2	0.6	4.8	1.1	1.8	-9.3	-0.2
O=C(COC(=O)c1cc(F)cc(F)c1)NCCCc1ccccc1	-6.1	0.5	85.2*	-5.5	5.3	-10.8	-1.2	6.9	10.8	-6.7
Nc1nnc(CCS(=O)(=O)c2cc(Cl)ccc2Cl)s1	-2.3	2.7	-1.5	2.6	-2.3	0.1	-2.5	1.9	-1.3	1.6
COc1ccccc1C(=O)N(CCC1CCCN1C)c1nc2ccccc2s1 (centres undefined)	-1.4	-10.6	2.5	-4.6	-0.9	3.0	-0.3	4.0	-3.7	9.7
Cc1noc(C)c1S(=O)(=O)NC1CCCc2ccccc21 (centres undefined)	-8.5	-0.4	4.0	-4.3	4.4	-1.4	-4.5	-2.0	0.2	11.3
